SKN-1 block – inhibitors of C. elegans SKN-1 | C. elegans VP596 Pgst-4::GFP/RFP ratio, acrylamide-induced, 24 h | AID 624304 | 0.49% of 360,000 active | inhibition, % at 21.8 µM;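 active = interference check ratio from 0.5 to 1.5 plus GFP to RFP signal ratio inhibition reaching or exceeding a fixed threshold, cut at about 30% in these data, passing the limit was not always enough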; note: some compounds called inactive have numbers as strong as hits
MT1-MMP act inh – blocks activation of human MT1-MMP; HT1080 RFP-PRO-GFP cells, GFP/RFP ratio fluorescence, overnight; percent of plate control window, DMSO zero; 0.061% of 360,000 active; GFP/RFP ratio change, % at 20 µM;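 active = GFP/RFP ratio change of at least 30% with cell ATP level not reduced by more than half and red fluorescence within 50% of control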; note: strong numbers were not always called active
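Assay system – RFP-PRO-GFP reporter HT1080 cells · Compound dosing – single dose of 20 µM compound, 1% DMSO final · Incubation – overnight compound exposure at 37 °C · Measure – GFP/RFP fluorescence ratio · Benchmarks – DMSO wells and RFP-L50D-GFP cells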
eLon inh – E. coli protease La inhibition | P0A9M0 | purified E. coli Lon protease, fluorescence polarization | inhibition, % at 7.94 µM | 0.42% of 360,000 active | AID 602123; in the data active = inhibition above about 13%, passing the limit was not always enough;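 note: 0% = enzyme with probe and DMSO and 100% = no enzyme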
PABP1 MLLE inh – blocks PAM2 peptide binding to the PABP1 MLLE domain; GST-MLLE / FITC-PAM2 fluorescence polarization; inhibition, % at 20 µM; 0.36% of 360,000 active; in the data active = inhibition above about 35%, passing the limit was not always enough;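 note: plate controls were DMSO wells with GST-MLLE for no effect and wells lacking GST-MLLE protein for full effect; some results filed as inactive read as strong as hits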
FAS TE block – inhibitors of human fatty acid synthase thioesterase domain; P49327; recombinant FAS-TE, OMFH fluorogenic substrate, fluorescence endpoint; inhibition, % at 15 µM; 0.67% of 360,000 active;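 active = compounds whose normalised, plate-corrected inhibition of enzyme fluorescence in the single-dose primary screen is 50% or more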;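 note: 0% = DMSO with enzyme and 100% = substrate without enzyme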
Target sequence (P49327 whole entry, looked up, the tested form may be a part): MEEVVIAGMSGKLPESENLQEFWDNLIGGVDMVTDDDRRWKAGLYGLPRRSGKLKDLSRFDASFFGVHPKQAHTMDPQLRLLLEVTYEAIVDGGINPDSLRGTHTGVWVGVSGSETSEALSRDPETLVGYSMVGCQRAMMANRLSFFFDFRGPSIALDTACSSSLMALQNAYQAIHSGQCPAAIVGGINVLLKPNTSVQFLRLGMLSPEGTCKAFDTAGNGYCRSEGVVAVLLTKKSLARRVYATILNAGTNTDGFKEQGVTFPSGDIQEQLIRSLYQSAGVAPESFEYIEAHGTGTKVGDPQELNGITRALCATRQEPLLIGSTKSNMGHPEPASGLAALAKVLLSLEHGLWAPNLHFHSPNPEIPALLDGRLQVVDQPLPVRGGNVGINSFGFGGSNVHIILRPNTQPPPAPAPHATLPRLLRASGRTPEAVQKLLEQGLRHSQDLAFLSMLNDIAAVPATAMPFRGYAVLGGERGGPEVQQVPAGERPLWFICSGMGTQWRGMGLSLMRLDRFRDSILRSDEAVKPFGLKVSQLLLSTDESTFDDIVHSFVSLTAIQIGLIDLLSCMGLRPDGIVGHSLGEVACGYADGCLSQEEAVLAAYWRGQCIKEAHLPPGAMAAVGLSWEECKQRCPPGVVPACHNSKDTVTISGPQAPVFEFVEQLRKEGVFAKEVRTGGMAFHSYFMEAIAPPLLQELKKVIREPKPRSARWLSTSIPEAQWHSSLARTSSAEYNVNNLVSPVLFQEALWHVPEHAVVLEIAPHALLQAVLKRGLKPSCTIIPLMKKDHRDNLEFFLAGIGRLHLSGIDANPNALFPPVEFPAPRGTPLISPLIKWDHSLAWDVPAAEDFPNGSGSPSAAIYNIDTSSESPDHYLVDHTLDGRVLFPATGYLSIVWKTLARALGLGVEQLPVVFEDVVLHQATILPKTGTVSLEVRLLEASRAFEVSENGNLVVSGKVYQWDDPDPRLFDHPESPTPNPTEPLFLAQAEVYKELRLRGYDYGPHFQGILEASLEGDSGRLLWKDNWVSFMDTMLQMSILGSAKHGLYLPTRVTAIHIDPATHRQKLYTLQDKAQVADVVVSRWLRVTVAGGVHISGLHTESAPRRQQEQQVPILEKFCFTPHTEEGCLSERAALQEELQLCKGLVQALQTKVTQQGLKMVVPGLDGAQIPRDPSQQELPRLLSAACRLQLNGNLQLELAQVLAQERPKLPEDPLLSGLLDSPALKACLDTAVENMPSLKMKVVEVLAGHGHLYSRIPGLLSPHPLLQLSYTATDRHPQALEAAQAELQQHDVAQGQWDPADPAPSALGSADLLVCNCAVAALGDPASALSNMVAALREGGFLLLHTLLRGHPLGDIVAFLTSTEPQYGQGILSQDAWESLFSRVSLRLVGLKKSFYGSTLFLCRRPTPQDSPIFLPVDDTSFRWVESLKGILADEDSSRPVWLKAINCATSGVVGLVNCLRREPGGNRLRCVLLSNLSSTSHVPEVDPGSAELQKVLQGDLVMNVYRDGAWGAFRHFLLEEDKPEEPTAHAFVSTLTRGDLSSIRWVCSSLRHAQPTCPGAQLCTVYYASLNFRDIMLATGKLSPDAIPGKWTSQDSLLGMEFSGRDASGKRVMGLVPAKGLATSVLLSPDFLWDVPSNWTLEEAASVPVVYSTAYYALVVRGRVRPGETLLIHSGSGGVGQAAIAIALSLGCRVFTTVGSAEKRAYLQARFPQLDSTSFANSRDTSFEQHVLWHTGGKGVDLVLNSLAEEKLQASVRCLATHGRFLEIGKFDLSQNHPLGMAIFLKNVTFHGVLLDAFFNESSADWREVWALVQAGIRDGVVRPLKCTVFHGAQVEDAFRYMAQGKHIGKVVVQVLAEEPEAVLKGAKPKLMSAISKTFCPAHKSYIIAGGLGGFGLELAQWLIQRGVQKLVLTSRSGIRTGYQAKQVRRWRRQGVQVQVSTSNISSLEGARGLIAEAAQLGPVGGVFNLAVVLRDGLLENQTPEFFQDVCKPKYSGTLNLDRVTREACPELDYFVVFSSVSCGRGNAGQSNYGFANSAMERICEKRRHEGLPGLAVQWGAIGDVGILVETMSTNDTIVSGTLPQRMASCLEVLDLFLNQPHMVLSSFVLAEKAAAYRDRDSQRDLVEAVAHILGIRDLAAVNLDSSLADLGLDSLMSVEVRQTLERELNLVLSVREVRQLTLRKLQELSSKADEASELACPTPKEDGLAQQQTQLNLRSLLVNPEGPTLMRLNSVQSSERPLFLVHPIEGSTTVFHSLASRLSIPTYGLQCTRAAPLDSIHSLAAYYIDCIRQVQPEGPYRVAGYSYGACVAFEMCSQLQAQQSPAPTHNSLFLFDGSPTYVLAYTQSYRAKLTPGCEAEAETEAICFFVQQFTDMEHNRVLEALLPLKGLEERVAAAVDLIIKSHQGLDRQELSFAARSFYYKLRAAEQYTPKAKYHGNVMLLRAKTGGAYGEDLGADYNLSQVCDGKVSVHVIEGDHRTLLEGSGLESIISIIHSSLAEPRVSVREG
Tb MetRS inh – Trypanosoma brucei MetRS inhibition | 0.4% of 360,000 active | inhibition, % at 11.9 µM | purified T. brucei MetRS, ATP depletion, Kinase-Glo luminescence;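 active = inhibition above a per-plate cutoff of the control wells' mean inhibition plus 3 SD, cut at about 5.5% in these data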;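 note: 0% = DMSO wells median and 100% = median of wells with control inhibitor compound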
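Dosing: 11.9 µM compound single dose, 0.9% DMSO; Assay system: purified T. brucei MetRS enzyme; Measured by: Kinase-Glo luciferase luminescence reporting remaining unconsumed ATP; Schedule: 15 min plus 2 h at 25 °C.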
MsrA act – bovine methionine sulfoxide reductase A activation; 0.3% of 360,000 active; purified bovine MsrA, absorbance read-out; activation, % at 10.6 µM; in the data active = activation above about 7.5%;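 note: 0% = vehicle and 100% = reference activator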
NRP1-CendR mod – NRP-1/CendR interaction modulation; inhibition, % at 25 µM; O14786; 0.85% of 360,000 active; FAM-RPARPAR peptide binding to NRP-1, fluorescence polarization;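 active = inhibition or corrected inhibition above about 18%, plus a signal ratio from 0.5 to 1.5, limit read from the data, passing the limit was not always enough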; note: strong numbers were not always called active
MsrA inh – inhibits bovine methionine sulfoxide reductase A. purified bovine MsrA, absorbance read-out. inhibition, % at 15.5 µM. 0.75% of 360,000 active. AID 651718; in the data active = inhibition above about 4.5%;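 note: 0% = vehicle wells with enzyme and 100% = reference inhibitor wells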
* = called active by the depositor. This is a random part of the collection; any-hit rate near 4%.

SMILES	SKN-1 block	MT1-MMP act inh	eLon inh	PABP1 MLLE inh	FAS TE block	Tb MetRS inh	MsrA act	NRP1-CendR mod	MsrA inh
O=C(Cn1nc(CNc2ccc(Br)cc2)[n+]2c1CCCCC2)c1ccc([N+](=O)[O-])cc1	5	-2	9	1	25	-1.1	-3	-4	-0.6
Cc1cc(NC(=O)Nc2ccc(Cl)c(Cl)c2)no1	7	2	6	3	0	0.3	-3	5	-1.6
Nc1cc(N)cc(C(=O)c2ccccc2)c1	9	6	-5	8	-3	-0.6	1	17	0.9
COC(=O)c1ccc(COc2ccccc2/C=N/Nc2cccc(C(=O)O)c2)cc1	-12	-1	4	-15	6	-0.3	-2	-21	1.0
Cc1cc(=O)c2cc(Br)ccc2[nH]1	-4	2	-8	7	-3	6.0*	-1	-5	0.3
CCOc1ccc(C(=O)Nc2ccccc2-c2ccccc2)cc1Cl	1	6	-3	-17	26	0.2	-2	-16	-0.1
CCOC(=O)N1CCN(S(=O)(=O)c2c(C)[nH]c(=O)[nH]c2=O)CC1	13	0	1	-1	-4	-1.1	-2	13	-1.4
NC(=O)c1ccc(Br)c(S(=O)(=O)N2CCCCC2)c1	-9	2	-4	-2	-8	-0.1	-6	-6	-0.4
CCOC(=O)C1=C(CC)Nc2ccccc2N=C1NC(=O)CCNC(C)=O	3	0	2	-13	-6	-0.6	-9	12	1.1
CCOCCCn1cnc2c(c1=O)c1nc3ccccc3nc1n2-c1ccc(C)cc1	7	-1	-4	5	-2	-0.7	-3	-1	-0.4
O=C(COc1ccccc1)Nc1ccc2oc(=O)ccc2c1	-14	1	0	3	-7	0.7	-2	8	-0.8
CN(C)S(=O)(=O)c1ccc(C(=O)NCc2ccccc2)cc1	6	9	-7	3	-5	-1.9	-4	-15	-1.3
O=C(CCC(=O)c1ccc(F)cc1)Nc1cc(Cl)cc(Cl)c1	17	3	-2	1	21	-1.5	-5	-4	0.3
CCn1c(SCC(=O)O)nnc1C1CCCCC1	0	19	-6	-4	-5	-0.6	-1	-6	0.4
CCOC(=O)C1CCN(C(=O)Cn2cnc3sc(C)c(S(=O)(=O)N4CCC(C)CC4)c3c2=O)CC1	-3	-1	-3	-10	29	-0.7	-4	14	-0.2
O=C(CN1CCCc2ccccc21)NCc1ccc2c(c1)OCO2	4	-40	-73	-8	-10	0.1	-12	-34	2.4
CCCNC(=O)c1ccc(S(=O)(=O)c2ccc(OC)cc2)c([N+](=O)[O-])c1	-9	-4	6	7	10	-0.7	-1	6	0.7
CCOC(=O)C1=CC[C@@H](c2cc3ccc(OC)cc3n2C)N(S(=O)(=O)c2ccc(C)cc2)[C@H]1C(=O)OCC	18	6	-4	12	-6	-0.3	-3	6	1.1
COc1cc(-c2csc(C)n2)ccc1O	7	0	-5	-6	-8	0.4	-3	4	-1.6
CC(C)NC(=O)Cn1c(SCC(=O)N2CCCc3ccccc32)nc2ccccc21	-4	4	-9	-7	1	-0.2	-1	1	2.2
CCc1ccccc1NC(=O)c1ccc(-c2csc(C)n2)cc1	8	1	-6	1	-2	-0.5	-1	7	0.1
Cc1ccc(NC(=O)c2n[nH]c(=O)c3ccccc23)cc1S(=O)(=O)N1CCOCC1	4	1	-9	-4	-2	-0.2	1	2	-0.8
O=C1CC(c2ccccc2)=NN1c1ccc([N+](=O)[O-])cc1	7	9	5	22	12	0.0	-3	12	0.6
COCCN(Cc1nc2ccccc2c(=O)[nH]1)C(=O)COc1ccccc1-c1ccccc1	9	1	-12	11	7	0.0	-1	-6	-0.1
C=CCN(CC=C)c1nc2ccccc2nc1C(C#N)C(=O)OCCOC (stereo unspecified)	19	-7	-14	4	1	-0.9	-2	-21	2.1
Continuation:
SMILES	SKN-1 block	MT1-MMP act inh	eLon inh	PABP1 MLLE inh	FAS TE block	Tb MetRS inh	MsrA act	NRP1-CendR mod	MsrA inh
N#Cc1ccc(C2N=C(c3ccccc3)NO2)cc1 (stereo unspecified)	28	3	-1	-1	0	0.4	-1	-1	0.6
CC(=O)c1cccc(NC(=O)CN(c2ccc(C)cc2)S(=O)(=O)c2cccc3nonc23)c1	-21	-9	7	0	13	-0.6	-8	-14	2.5
CCc1cc2c(=O)[nH]c(Cc3ccccc3)nc2s1	-13	-2	-17	8	0	-1.0	-1	0	-0.2
CC(O)CNCc1ccc(-c2ccccc2)cc1 (stereo unspecified)	7	8	2	5	-7	-0.5	-10	0	-0.9
CC(C)c1ccccc1NC(=O)Nc1nnc([C@@H]2C[C@H](O)[C@@H](CO)O2)s1	0	-4	3	0	-3	-0.1	-9	-2	-0.5
C/C=N\NC(=O)CNC(=O)CNC(=O)c1ccccc1	8	4	3	-4	-5	-0.3	-2	-4	-1.5
CC(C)(C)c1ccc(/C=N/NC(=S)NC2CCCCC2)cc1	3	-1	3	10	53*	-0.6	-5	3	0.4
COc1ccc(/C=N/NC(=O)c2cc(-c3cccc(C)c3)nc3ccccc23)cc1O	15	8	-2	7	18	3.5	1	-6	1.0
COc1ccc(OC)c(C2=CC(=O)C[C@H](c3ccc4c(c3)OCO4)C2)c1	0	-1	11	-5	10	-0.4	-4	5	0.6
O=C(CN(Cc1ccccc1)S(=O)(=O)c1ccccc1)N/N=C/c1ccc2c(c1)OCO2	6	3	-7	0	24	-0.7	-1	-5	0.4
COc1ccc(N2C(S)=C(C#N)C(=O)NC2c2ccco2)cc1 (stereo unspecified)	-8	5	-13	-2	-8	-0.9	-14	0	1.1
CC(c1ccccc1)N(C)C(=O)CSc1nnc(C2CC2)n1C1CC1 (stereo unspecified)	13	1	-6	6	-6	-0.1	6	-1	-0.2
COC(=O)[C@@H](Cc1c[nH]c2ccccc12)NCc1cccc(B(O)O)c1	7	-3	-1	2	-2	-0.2	-2	-12	-0.6
N#Cc1c(N)nc(-c2ccccc2)nc1-c1ccccc1	6	4	-9	13	7	-0.7	-7	-2	-0.8
COc1ccc(-c2nc(SCc3ccccc3)n(S(C)(=O)=O)n2)cc1	3	1	12	-8	29	-0.6	-2	-2	-0.1
Cn1c(=O)oc2cc(S(=O)(=O)N3CCN(C(=O)c4ccco4)CC3)ccc21	19	-5	-18	7	-16	-0.2	-2	-21	-0.9
Cc1ccc(C(=O)N2CCN(c3ccc(NC(=O)c4cc(C)cc(C)c4)cc3)CC2)cc1	7	9	-9	13	-5	-0.2	-1	13	-0.4
COCCNC(=O)C1(C)CCN(Cc2ccc3ccccc3c2Br)C1 (stereo unspecified)	2	-1	8	14	-3	0.3	-1	-7	0.6
Cc1cc(C)n(S(=O)(=O)c2ccc(C)c(C)c2)n1	7	0	-19	-5	-3	-0.4	-2	1	-0.1
Cc1[nH]n(-c2ncc(-c3ccccc3)s2)c(=O)c1C(c1ccc(Cl)cc1)C(C#N)C#N (stereo unspecified)	6	12	-2	11	11	-0.5	1	-37	1.3
O=C(CN(C1CCCCC1)S(=O)(=O)c1ccc(Cl)cc1)NCCCO	6	-1	8	2	-6	-0.5	1	3	0.7
CCCc1[nH]c(=O)c(C#N)c2c1CCCC2	-13	0	6	1	-5	0.2	-3	-2	3.5
C=CCn1c(SCC(=O)c2c(N)n(C3CC3)c(=O)[nH]c2=O)nnc1-c1ccccc1OC	-7	3	6	-14	-3	-0.3	-9	-4	0.0
COc1ccc(C(=O)NCC(=O)OCC(=O)NC2CCCC2)cc1	8	7	-2	-16	-7	-0.3	-5	6	-0.2
CCOc1ncccc1C(=O)N1CCN(S(=O)(=O)c2ccc(Br)cc2Cl)CC1	3	-3	14	-23	4	-0.7	-2	-6	1.6
(more compounds)
SMILES	SKN-1 block	MT1-MMP act inh	eLon inh	PABP1 MLLE inh	FAS TE block	Tb MetRS inh	MsrA act	NRP1-CendR mod	MsrA inh
N#Cc1ccccc1NC(=O)COC(=O)c1ccc2c(c1)OCO2	-2	-3	-2	-10	-3	-0.3	-2	3	-0.3
C=CCc1cccc(C=Nc2cc(Br)ccc2O)c1O	-2	10	-7	2	15	0.5	-3	-31	0.7
CCOC(=O)c1c(C)[nH]c(C)c1C(=O)CSc1nnnn1-c1ccccc1	-13	1	1	-22	-5	-1.6	-15	-18	1.3
COCCCNC(=O)Cn1c(=O)n(CC(=O)N2CCCCC2)c(=O)c2sccc21	-9	0	-6	6	-4	0.4	-2	12	1.7
Cc1cccc(C)c1OCc1n[nH]c(=S)n1-c1ccccc1	0	-1	-5	-12	-6	-0.7	1	13	-0.9
CCCCN(CC)CCNC(=O)c1[nH]c(C)c(C(C)=O)c1C	-24	2	-2	-5	-6	-0.4	-1	1	-0.4
CCOC1=C2[C@@H](CN(S(=O)(=O)c3ccc(C)cc3)[C@H]2c2ccccc2Cl)[C@H]2C(=O)NC(=O)[C@H]2C1	-3	-1	4	6	3	-0.9	-3	15	-0.5
COc1ccc(S(=O)(=O)NC(CC(=O)NC2CCCC2)c2ccco2)cc1 (stereo unspecified)	-31	-2	-9	11	-2	-0.8	-4	2	-0.5
Cc1cccc(N/N=C(\C#N)S(=O)(=O)C(C)(C)C)c1	4	2	0	18	-6	-0.8	-6	6	2.7
O=[N+]([O-])c1ccc(S(=O)(=O)Nc2nnc(C(F)(F)F)s2)cc1	13	0	-1	0	42	-0.1	0	13	1.6
COc1ccc(Nc2nnc(-c3ccccc3)c3ccccc23)cc1C(=O)N1CCCCC1	4	-4	-4	-15	4	-0.1	-3	3	0.6
Cc1cc(C(=O)NC(C)CCc2ccccc2)ccc1[N+](=O)[O-] (stereo unspecified)	20	-1	-6	-7	52*	0.2	0	6	2.2
CN(C(=O)COC(=O)c1cc2c(s1)CCCCC2)C1CCS(=O)(=O)C1 (stereo unspecified)	-1	1	-1	-1	-1	0.0	0	2	0.6
CC(=O)C(Cc1ccccc1)NC(=O)CN(C)Cc1ccccc1Cl (stereo unspecified)	8	-1	3	-2	5	-1.5	0	10	-1.1
O=C(NCCc1ccc(Cl)cc1)C1CCC(=O)N1Cc1ccc(F)cc1 (stereo unspecified)	12	1	-9	-9	-8	0.4	-4	-8	0.3
CCOc1ccc(NC(=O)C2Cc3ccccc3CN2S(=O)(=O)CC)cc1 (stereo unspecified)	1	-1	-5	-15	-4	-0.3	-1	-1	0.1
O=[N+]([O-])c1cccc(/C=C/c2nc(C=Nc3ccc4ccccc4c3)c(O)o2)c1	-3	-36	-12	-23	-33	-1.3	-9	-16	-1.0
Cc1ccc([N+](=O)[O-])cc1NC(=O)C[n+]1ccccc1	-9	-1	-1	9	-5	-0.8	-3	5	0.7
N#Cc1c(-c2ccccc2)cc(-c2ccccc2)nc1SCCC(=O)O	20	1	3	28	2	0.2	-2	-36	1.4
Cc1ccc2c(c1)C(c1ccccc1)N(C(=O)c1ccccc1)CC(=O)N2 (stereo unspecified)	19	-1	0	-5	-1	0.7	-1	5	0.7
Cc1ccc(NC(=O)c2ccc(Cn3cc(Br)cn3)o2)cc1	18	1	1	7	0	-0.8	-8	2	0.8

4 of the compounds above, in CSV form:
structure,SKN-1 block,MT1-MMP act inh,eLon inh,PABP1 MLLE inh,FAS TE block,Tb MetRS inh,MsrA act,NRP1-CendR mod,MsrA inh
O=C(CN1CCCc2ccccc21)NCc1ccc2c(c1)OCO2,4,-40,-73,-8,-10,0.1,-12,-34,2.4
CCCNC(=O)c1ccc(S(=O)(=O)c2ccc(OC)cc2)c([N+](=O)[O-])c1,-9,-4,6,7,10,-0.7,-1,6,0.7
CCOC(=O)C1=CC[C@@H](c2cc3ccc(OC)cc3n2C)N(S(=O)(=O)c2ccc(C)cc2)[C@H]1C(=O)OCC,18,6,-4,12,-6,-0.3,-3,6,1.1
COc1cc(-c2csc(C)n2)ccc1O,7,0,-5,-6,-8,0.4,-3,4,-1.6

Assay outcomes from PubChem.
